ARFGAP1 inh: inhibitors of rat ARFGAP1 GAP activity, primary screen, biochemical, fluorescence polarization, GDP tracer. ADP-ribosylation factor GTPase-activating protein 1 (Rattus norvegicus), Q62848. Arfgap1-stimulated ARF1 GTP hydrolysis, GDP FP detection. inhibition, % at 16.5 µM. 0.26% of 360,000 active. AID 651572, 2012;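 active = inhibition above a per-plate limit, mean inhibition of low control wells plus 3 SD, cut at about 25% in these data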;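 note: 0% = DMSO wells with enzyme and 100% = wells lacking Arfgap1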
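Material: truncated rat Arfgap1 GAP domain; Incubation: compound-enzyme preincubation 20 min, reaction 120 min, detection 60 min, 25 °C; Read-out: percent inhibition of Arfgap1-stimulated GTP hydrolysis; Technique: FP, GDP Alexa 633 tracer displaced from anti-GDP antibody, 620/688 nm; Controls: No-Arfgap1 wells (100%) versus DMSO full-reaction wells (0%); Replication: single well per compound.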
ASAP1 GAP inh: inhibitors of human ASAP1 ArfGAP activity, primary screen, biochemical, fluorescence polarization | ASAP1-stimulated ARF1 GTP hydrolysis, GDP FP detection | inhibition, % at 16.5 µM | 0.19% of 360,000 active | AID 624377, 2012; in the data active = inhibition above about 25%;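 note: 0% = vehicle with enzyme and substrate and 100% = no enzyme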
KLK7 zymogen act: proKLK7 zymogen activators, primary screen, biochemical, fluorescence intensity | 0.9% of 370,000 active | purified proKLK7, EDANS-DABCYL substrate fluorescence; 100% is mature enzyme control, 0% vehicle | activation, % at 7 µM | Kallikrein-7 (Homo sapiens), P49862;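 active = activation above the mean of all tested compounds plus 3 SD, computed per campaign excluding outliers beyond control limits, cut at about 13% in these data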
ADAM10 inh: human ADAM10 inhibitors, primary screen, biochemical, QFRET, HTS; Disintegrin and metalloproteinase domain-containing protein 10 (Homo sapiens), O14672; recombinant ADAM10, EDANS/DABCYL FRET peptide cleavage, 3 h; inhibition, % at 7 µM; 0.62% of 370,000 active; AID 720582, 2013;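 active = inhibition above a per-campaign cutoff equal to the mean of compounds falling between control-based bounds plus 3 SD, cut at about 20% in these data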;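 note: 0% = DMSO wells while the 100% control is not disclosed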
NPR2 activator: human GC-B receptor activators, primary screen, HEK293 GC-B cells, cGMP TR-FRET, EC30 CNP; 0% at EC30 CNP, 100% saturating CNP; activation, % at 10 µM; 0.11% of 370,000 active; AID 1920062, 2024;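 active = activation at 10 µM reaching about 35% in either raw or pattern-adjusted values, limit read from the data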
rCAG RNA binder: binders of r(CAG) RNA repeats, primary screen, biochemical, fluorescence; inhibition, % at 3 µM; r(CAG) RNA repeat, TO-PRO-1 dye displacement fluorescence; 1.3% of 370,000 active;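 active = inhibition above the plate cutoff, the mean of all test compounds on that plate plus 3 SD, cut at about 35% in these data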;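 note: 0% = DMSO alone and 100% = 100 µM mitoxantrone as full dye displacement; higher means more dye released from RNA so lower well fluorescence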
DDE Tn6 FP inh: inhibitors of Tn6 peptide binding to fibrin DD(E), primary screen, biochemical, fluorescence polarization, human fibrin, Tn6 probe; Fibrinogen beta chain (Homo sapiens), P02675; Fibrin DD(E) TRITC-Tn6 fluorescence polarization displacement; inhibition, % at 8.3 µM; 0.21% of 370,000 active; AID 720509, 2013;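 active = inhibition above a per-campaign cutoff: mean of compounds within control limits plus 3 SD, cut at about 15% in these data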;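 note: 0% = median of all compound wells on the plate and 100% = blocking peptide control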
Target sequence (P02675 whole entry, looked up): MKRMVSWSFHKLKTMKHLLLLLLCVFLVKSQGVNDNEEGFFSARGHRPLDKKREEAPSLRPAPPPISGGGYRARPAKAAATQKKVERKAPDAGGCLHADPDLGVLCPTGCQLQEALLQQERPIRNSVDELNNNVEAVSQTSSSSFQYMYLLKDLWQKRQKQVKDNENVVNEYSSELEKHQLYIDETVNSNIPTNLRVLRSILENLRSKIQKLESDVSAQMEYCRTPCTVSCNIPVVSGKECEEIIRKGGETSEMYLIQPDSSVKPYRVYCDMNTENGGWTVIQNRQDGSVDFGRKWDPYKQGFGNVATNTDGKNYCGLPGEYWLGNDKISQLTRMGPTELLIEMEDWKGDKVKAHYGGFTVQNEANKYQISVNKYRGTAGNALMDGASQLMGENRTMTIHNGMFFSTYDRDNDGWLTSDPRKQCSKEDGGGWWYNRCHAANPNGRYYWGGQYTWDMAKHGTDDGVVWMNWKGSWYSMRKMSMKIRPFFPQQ
HGIII-sPLA2 inh: human group III sPLA2 inhibitors, primary screen, biochemical, QFRET, BODIPY PC-A2 liposome substrate; 0.56% of 370,000 active; inhibition, % at 12.2 µM; Group 3 secretory phospholipase A2 (Homo sapiens), Q9NZ20; AID 743126, 2013; QFRET BODIPY PC-A2 liposome hydrolysis, fluorescence;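 active = inhibition above mean plus 3 SD of compounds lying within the high and low control bounds, cut at about 19% in these data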;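 note: 0% = median of test compound wells and 100% = no enzyme DMSO wells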
Target sequence (Q9NZ20 whole entry, looked up): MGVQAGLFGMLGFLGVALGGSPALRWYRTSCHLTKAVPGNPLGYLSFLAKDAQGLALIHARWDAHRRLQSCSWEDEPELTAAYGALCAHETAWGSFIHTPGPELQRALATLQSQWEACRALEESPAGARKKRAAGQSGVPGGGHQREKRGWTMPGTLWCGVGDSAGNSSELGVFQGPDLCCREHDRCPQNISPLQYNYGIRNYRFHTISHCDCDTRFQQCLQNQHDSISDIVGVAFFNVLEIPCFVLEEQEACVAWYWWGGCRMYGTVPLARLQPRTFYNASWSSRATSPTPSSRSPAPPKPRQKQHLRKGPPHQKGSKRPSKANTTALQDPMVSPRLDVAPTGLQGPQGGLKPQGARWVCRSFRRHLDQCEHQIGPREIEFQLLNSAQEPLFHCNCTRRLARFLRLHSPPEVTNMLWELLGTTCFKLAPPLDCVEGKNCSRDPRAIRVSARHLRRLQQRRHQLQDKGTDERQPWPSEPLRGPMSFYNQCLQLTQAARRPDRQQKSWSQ
FXN GAA850 act: FXN promoter activators, primary screen, cell-based, luciferase luminescence, HEK293 lucGAA850; HEK293 lucGAA850 FXN promoter luciferase reporter, 24 h; percent of 10 µM SAHA response; activation, % at 6 µM; 0.56% of 360,000 active; AID 540364, 2011;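 active = activation above the average of all compounds screened plus 3 SD, cutoff fixed separately per campaign, cut at about 7.5% in these data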;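 note: 0% = DMSO wells and 100% = 10 µM SAHA wells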
GC-A act: GC-A stimulated cGMP production enhancers – HEK293 GC-A cells, cGMP TR-FRET, EC30 ANP, primary screen | Atrial natriuretic peptide receptor 1 (Homo sapiens), P16066 | 0% at EC30 ANP, 100% saturating ANP | activation, % at 10 µM | 0.14% of 370,000 active; in the data active = activation above about 40%
Numbers without * were called inactive; . = no result given.

SMILES	ARFGAP1 inh	ASAP1 GAP inh	KLK7 zymogen act	ADAM10 inh	NPR2 activator	rCAG RNA binder	DDE Tn6 FP inh	HGIII-sPLA2 inh	FXN GAA850 act	GC-A act
Cn1ccc(NC(=O)Nc2ccc(Cl)cc2Cl)n1	-12.5	-2.8	-0.3	-0.5	-0.3	0.8	1.8	-11.9	4.6	0.4
Clc1ccccc1CSc1nnc(-c2ccco2)c(-c2ccco2)n1	-15.3	10.8	0.1	-2.8	-5.0	54.8*	8.6	8.6	0.7	2.5
COc1ccc(NS(=O)(=O)c2cccc(C(=O)O)c2)cc1S(=O)(=O)N1CCOCC1	6.0	-3.2	0.4	-12.3	-2.5	1.3	-0.6	11.4	1.1	-1.6
CCN1CCN(c2ccc(S(=O)(=O)N3CCCCC3)cc2NC(=O)c2cccc(Cl)c2)CC1	-5.1	-3.5	0.5	0.2	2.2	-6.7	-4.0	-11.7	-0.5	-0.5
O=C(OCC(=O)N(CCc1ccccc1)Cc1ccccc1)c1ccccc1O	15.2	17.7	-0.1	2.9	-5.5	-2.0	-2.6	-8.3	-2.9	0.1
C[C@@H]1C(c2ccc(F)cc2)=NN(c2ccc(Br)cc2)[C@H]1C(=O)N1CCOC1=O	0.5	1.6	37.1*	-310.1	6.1	6.4	0.0	-4.3	-1.0	-4.0
Cc1ccc(NC(=O)COC(=O)CN2C(=O)C3CCCCC3C2=O)cc1S(=O)(=O)N1CCOCC1 (configuration not stated)	5.8	2.7	-0.4	-7.5	2.3	2.7	2.3	5.7	3.4	0.2
COc1cccc(C(=O)Oc2ccc(/C=N/Nc3ccc(C(=O)O)cc3)cc2OC)c1	1.8	8.3	-0.9	12.2	-0.6	69.8*	-1.9	-64.2	3.9	-6.0
CCCN1CCCCC(NC(C)=O)C1=O (configuration not stated)	11.0	-7.8	-0.3	-12.7	-0.7	-1.1	-1.0	4.1	.	-1.2
CCCCC1=CC2=C(c3ccco3)C(=O)C(C)(OC(=O)c3ccc(OC)cc3)C(=O)C2=CN1CCOC (configuration not stated)	-10.7	-0.8	0.0	-65.5	0.8	2.5	-0.3	3.7	1.5	-0.7
O=C(Cn1c(C(F)(F)F)nc2ccccc21)OCC(=O)c1c[nH]c2ccccc12	9.0	-5.5	-0.1	4.8	1.2	5.3	2.3	-14.4	0.4	-1.1
COc1cc(CNCc2cccnc2)ccc1OCc1ccccc1	4.1	0.0	-0.3	-11.3	-7.3	-6.8	-4.1	5.3	4.7	-13.7
CCC1CCC/C1=N\NC(=O)c1cc(C)[nH]n1 (configuration not stated)	0.4	2.8	-0.4	-10.5	1.1	1.6	-0.3	10.2	3.6	2.5
O=C(c1cc2ccccc2o1)N1CCCCCC1	-4.0	6.7	0.2	0.6	4.2	-1.4	-0.7	3.0	3.5	2.6
CC(C)C(C(=O)NCC1CCCO1)N(Cc1ccccc1)C(=O)CNS(=O)(=O)c1ccccc1 (configuration not stated)	8.1	6.7	0.0	-5.4	7.2	-4.0	3.8	-3.4	1.2	-0.7
Nc1ccc(Nc2ccccc2N)cc1	13.1	8.7	0.1	-12.5	-0.7	22.7	4.5	16.1	3.5	-3.7
COc1ccc(C(N)CCc2ccco2)cc1 (configuration not stated)	-3.8	-7.6	0.0	-4.8	-6.8	6.7	3.1	2.9	-1.7	-20.8
COc1ccc(/C=C(/NC(=O)c2ccco2)C(=O)Nc2cccc(C(=O)O)c2)cc1	11.3	11.6	0.3	10.3	-1.6	5.5	4.5	2.7	-0.9	1.5
Cn1c(CN2CCCCC2)nc2cc(NS(=O)(=O)c3ccc(Cl)cc3)ccc21	14.8	-12.1	0.0	-0.4	2.3	-2.1	4.6	-18.0	-0.7	-6.9
O=C(NCc1cccnc1)C(=O)NC1CCCCC1	9.3	4.1	0.0	-1.1	2.9	0.7	-3.7	1.7	1.4	-1.4
N#C/C=C/N1CCN(C(=O)c2ccco2)CC1	-8.9	0.3	0.3	-7.7	-0.6	5.0	-12.1	11.3	1.7	-2.7
CCCN(CC(=O)Nc1ccccc1C)C(=O)C1CC(=O)N(c2ccc(CC)cc2)C1 (configuration not stated)	13.2	-1.8	-0.1	-2.8	1.9	-1.3	-3.3	-7.0	-2.2	4.4
Cc1cc2c(cc1C)NC(=O)CC(C(F)(F)C(F)(F)C(F)(F)F)=N2	-1.5	-2.5	0.2	-5.8	0.8	-4.1	3.6	-3.6	-0.2	5.0
CC1CCN(C(=O)c2ncn3c2C(=O)NC[C@@H]3C)CC1	-4.0	-1.9	-0.4	-11.9	0.0	0.3	1.0	0.7	.	-1.4
CCc1ccccc1N(C(=O)c1snc(C(N)=O)c1N)C(C(=O)NCC1CCCO1)c1c[nH]c2ccccc12 (configuration not stated)	6.0	7.5	-0.5	-54.2	-13.6	1.7	-1.2	-30.9	-2.2	-25.5
CCCCN1CCc2c(c3ccccc3n2Cc2ccccc2)C1	2.4	-6.8	0.7	3.0	-5.8	3.7	-2.4	5.1	0.9	-20.9
COc1cccc(N(CC(=O)N2CCN(C)CC2)S(=O)(=O)c2ccccc2)c1	-9.3	-6.7	-0.4	-1.0	0.6	-6.7	-4.2	1.7	1.5	0.8
CCCS(=O)(=O)NC(=O)C1(C)CCN(C(=O)c2cc(C)nn2C(C)(C)C)C1 (configuration not stated)	-6.7	-11.1	1.0	1.7	0.4	2.6	-0.1	-4.2	0.9	3.9
CC(C)Cn1c(SCC(N)=O)nnc1-c1cccc(S(=O)(=O)N2CCOCC2)c1	-9.2	-20.0	-0.4	-9.8	4.7	2.3	-5.2	7.3	1.3	3.0
Cc1cccc(Nc2ncnc3onc(-c4ccc(F)cc4)c23)c1C	-9.9	-1.3	-0.2	7.2	0.9	-1.7	-4.2	1.5	0.8	-2.4
Cc1c(NC(=S)NC(NC(=O)C(C)C)C(Cl)(Cl)Cl)c(=O)n(-c2ccccc2)n1C (configuration not stated)	-1.6	-8.2	0.3	1.1	1.1	1.8	-3.5	-4.7	0.9	0.3
CCOC(=O)c1c(NC(=O)C(F)(OC)C(F)(F)F)sc2c1CCN(C)C2 (configuration not stated)	-7.5	-14.0	1.7	-91.6	-6.0	-0.8	4.3	-14.6	1.4	1.5
Cc1nn(-c2ccccc2)c(=O)c2noc(C)c12	9.1	-6.8	0.5	-0.5	6.0	-1.1	4.4	0.0	0.5	-1.4
O=C1NC[C@H](CCCCN2C[C@H](Cc3ccc(O)cc3)N(CCc3ccccc3)C(=O)C2=O)N(CCc2ccccc2)C1=O	1.3	1.0	0.6	1.6	3.4	0.3	4.0	-12.4	.	0.7
Fc1ccc(-c2ccnc(=S)[nH]2)cc1	-3.8	-5.4	0.0	2.8	.	0.7	0.2	-1.8	6.9	.
O=C1CC[C@@H]2C[C@@]3(C[C@@H]4CCN1[C@H]24)Nc1cc([N+](=O)[O-])ccc1NC3=NCc1ccccc1	-16.8	6.8	0.4	0.5	-1.4	2.1	-3.9	-3.8	-1.0	-2.7
COC(=O)[C@@]12CCCCN1[C@H](c1ccc(-c3ccc4c(c3)OCO4)c(OC)c1)[C@@H]1C(=O)N(C)C(=O)[C@@H]12	-2.2	-0.3	0.0	12.1	3.5	-1.3	5.7	-25.5	-0.2	1.3
Cc1ccc(CNC(=O)CN(c2ccc(C(C)C)cc2)S(=O)(=O)c2c(C)noc2C)cc1	1.9	-1.2	-0.2	1.8	2.5	-2.3	1.4	5.3	2.5	0.2
O=C(NNc1ncnc2c1cnn2-c1ccc(F)cc1)c1ccco1	2.2	-3.9	0.1	-10.3	-9.8	0.1	-2.2	2.5	-2.6	10.0
O=C(CCCc1ccccc1)Nc1cccnc1	-9.1	-7.1	-0.6	0.0	-2.6	-2.4	-1.7	-2.9	-0.7	0.6
Brc1ccc(/C=N/Nc2ccccn2)cc1	2.8	10.0	0.1	-1.2	-4.7	-0.6	4.6	-10.7	9.5*	-0.8
Cc1nc(C)c(C(=O)N/N=C/c2cn(C)c3ccccc23)s1	-0.3	12.6	0.3	6.0	0.5	6.5	0.0	8.4	0.5	5.3
C=CCN(c1ccc(Cl)cc1)S(=O)(=O)c1cccc(C(=O)OCC(=O)N(C)C)c1	7.0	-1.9	-0.1	9.1	3.1	-3.6	-0.5	-4.5	0.9	3.4
CCCOc1cccc(-c2cc(C(=O)N/N=C/c3ccccn3)c3ccccc3n2)c1	6.7	8.7	-2.6	6.6	0.7	7.0	-3.2	1.1	-9.4	6.7
CCCCC(=O)NC(=S)Nc1cccc(NC(=O)CC)c1	-1.2	-3.0	0.3	-1.4	-2.0	-5.8	-0.3	3.2	-0.2	0.4

Reformatted comma-delimited: part of the list above
SMILES,ARFGAP1 inh,ASAP1 GAP inh,KLK7 zymogen act,ADAM10 inh,NPR2 activator,rCAG RNA binder,DDE Tn6 FP inh,HGIII-sPLA2 inh,FXN GAA850 act,GC-A act
O=C1CC[C@@H]2C[C@@]3(C[C@@H]4CCN1[C@H]24)Nc1cc([N+](=O)[O-])ccc1NC3=NCc1ccccc1,-16.8,6.8,0.4,0.5,-1.4,2.1,-3.9,-3.8,-1.0,-2.7
CCCCC1=CC2=C(c3ccco3)C(=O)C(C)(OC(=O)c3ccc(OC)cc3)C(=O)C2=CN1CCOC (configuration not stated),-10.7,-0.8,0.0,-65.5,0.8,2.5,-0.3,3.7,1.5,-0.7
CC(C)Cn1c(SCC(N)=O)nnc1-c1cccc(S(=O)(=O)N2CCOCC2)c1,-9.2,-20.0,-0.4,-9.8,4.7,2.3,-5.2,7.3,1.3,3.0

Remaining list, next part
SMILES	ARFGAP1 inh	ASAP1 GAP inh	KLK7 zymogen act	ADAM10 inh	NPR2 activator	rCAG RNA binder	DDE Tn6 FP inh	HGIII-sPLA2 inh	FXN GAA850 act	GC-A act
CCOC(=O)C1CCN(c2ccc(Cl)nn2)CC1	-2.7	-9.8	-0.2	2.4	2.3	1.3	7.6	4.5	1.9	-4.3
O=c1cc(-c2ccccc2)oc2ccccc12	11.9	-1.6	0.1	-3.1	3.2	0.0	-5.6	-3.0	5.0	-4.9
Cc1cccc(C(=O)OCC(=O)Nc2c(C)nn(-c3ccccc3)c2C)c1O	3.4	7.5	0.4	1.3	-2.5	0.0	6.8	3.7	0.9	1.7
CCOc1ccc(CCNC(=O)c2nn(C)c3c2CS(=O)(=O)c2ccccc2-3)cc1	0.1	-3.6	1.1	-0.7	-1.1	-1.7	-4.8	-3.1	-0.2	0.3
Cc1ccccc1NC(=O)c1nn(C)c(C(=O)Nc2ccccc2C)c1[N+](=O)[O-]	-0.1	3.4	0.6	1.9	5.0	-0.5	1.1	1.9	1.6	0.0
CON(C)C(=O)[C@H]1C[C@@H]2[C@H](C[C@@H](c3ccccc3)[C@H]1C)N(c1ccc(F)cc1)C(=O)N2CCCOc1ccccc1	11.9	-0.5	0.7	2.2	-3.7	11.0	-5.5	-3.5	.	-5.7
